Compound activity: PubChem BioAssay, Sanford-Burnham Center for Chemical Genomics
H9c2 TAG inh: reduces triacylglycerol accumulation in H9c2 cells. Nile Red lipid (TAG) fluorescence; cells loaded with 200 µM oleic acid. hit rate 0.66% among 230,000. inhibition, % at 12.5 µM. AID 651582;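 active = pattern-corrected inhibition of lipid staining of at least 50% with the nuclear-stain viability signal not falling by more than 50%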;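 also: 0% = DMSO wells and 100% = triacsin C control wells; some results filed as inactive read as strong as hits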
H9c2 TAG inh DAPI viability: further read-out of H9c2 TAG inh, marked with its call; DAPI nuclei signal change (viability), lower = more cytotoxic, %;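 whole-well DAPI fluorescence read on a plate reader as a viability signal; minus 50 percent equals half of cells still viable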
Active calls of the source: *. This is a subset (hit frequency here may not be typical).

SMILES | H9c2 TAG inh | H9c2 TAG inh DAPI viability
Cc1cccc(-c2nc(CN3CCN(C(=O)C4CCCO4)CC3)cs2)c1 (stereo not drawn) | 0 | 5
O=C(NCc1cccc(C(F)(F)F)c1)C1CC(c2cccc(F)c2)=NO1 (stereo not drawn) | -6 | 4
O=S(=O)(Nc1ccccn1)c1cccs1 | -8 | -1
CCOC(=O)c1c(C)[nH]c(C(=O)OCC(=O)NCc2ccc(F)cc2)c1C | 18 | -2
C=CCn1c(SCC(=O)NC2CC2)nnc1-c1cccc(OC)c1 | 1 | 3
CC(C)CC(NC(=O)C(COCc1ccccc1)NC(=O)OC(C)(C)C)C(=O)NN (stereo not drawn) | -11 | 20
COCCN(C(=O)CNC(=O)c1ccco1)C(C(=O)NC1CCCCC1)c1cccc(OC)c1 (stereo not drawn) | -1 | 7
Cc1cccc(C)c1NC(=O)C1NC(=O)CC1c1ccccc1 (stereo not drawn) | 19 | -6
COc1cc2nc(CN3CCOCC3)n(CC(=O)NCC(F)(F)F)c(=O)c2cc1OC | 7 | -5
C=CCNCCCCOc1c(Cl)cc(C)cc1Br | 21 | -1
COc1ccc(NC(=O)C[C@@H]2C(=O)N(c3ccc(OC)cc3)CC2(C)C)cc1 | 6 | 7
ON=C(c1ccccc1)c1ccc2c3c(cccc13)CC2 | -9 | 0
Cc1ccc(C(=O)Oc2cccnc2)cc1[N+](=O)[O-] | 2 | -6
CS(=O)(=O)Nc1ccc(C(=O)NCCSCc2ccco2)cc1 | -7 | -6
Cc1c(C)c2ccc(OC3CCCCC3=O)cc2oc1=O (stereo not drawn) | -4 | 9
O=C1NCCCC2c3c(cc(Br)c(O)c3Br)OC12N1CCCCC1 (stereo not drawn) | -35 | 3
C=CCOc1cccc(/C=N/NC(=O)C(OC)c2ccccc2)c1 (stereo not drawn) | 7 | -7
COc1ccc(CNC(=O)CCC(=O)n2ncc3cc(C)ccc32)cc1 | 4 | 11
O=C(Nc1ccccc1N1CCN(C(=O)c2ccc(Cl)cc2)CC1)c1cccc([N+](=O)[O-])c1 | 12 | -3
C=C(C)CN(CC)Cc1c(C(=O)N(C)CCCC)nc2ccccn12 | -15 | 11
Cn1c(=O)[nH]c(=O)c2[nH]c(N(Cc3ccccc3)Cc3ccccc3)nc21 | 0 | -15
COCCNC(=O)[C@@H]1CCCN1S(=O)(=O)c1cccc2cccnc12 | 15 | 4
COc1ccc(CSc2cccc3cccnc23)cc1[N+](=O)[O-] | -32 | 11
CCOC(=O)c1c(C)[nH]c(/C(C)=N/O)c1C | -15 | 0
CN(CC1COCCO1)c1nc2nonc2nc1N1CCSCC1 (stereo not drawn) | -12 | 6

Compound profiles (already shown):
C=CCNCCCCOc1c(Cl)cc(C)cc1Br in the list: H9c2 TAG inh = 21; H9c2 TAG inh DAPI viability = -1
CCOC(=O)c1c(C)[nH]c(/C(C)=N/O)c1C in the list: H9c2 TAG inh = -15; H9c2 TAG inh DAPI viability = 0
Cn1c(=O)[nH]c(=O)c2[nH]c(N(Cc3ccccc3)Cc3ccccc3)nc21 in the list: H9c2 TAG inh = 0; H9c2 TAG inh DAPI viability = -15

(list continues)
SMILES | H9c2 TAG inh | H9c2 TAG inh DAPI viability
O=[N+]([O-])c1ccc(Nc2nc(N/N=C\c3ccc4c(c3)OCO4)nc(N3CCCCC3)n2)cc1 | 66* | -9.2*
O=C(CSc1nnc(Cc2ccsc2)o1)c1ccccc1 | -16 | -9
COc1ccc(NC(C)=O)cc1NC(C)C(=O)Nc1cccc2ccccc12 (stereo not drawn) | -20 | 8
CCn1c(CSc2ncn[nH]2)nc2cc(C(=O)O)ccc21 | 11 | -14
Cc1ccccc1-n1c(=O)n(Cc2ccccc2)c(=O)c2[nH]cnc21 | -1 | 1
CCCCC(=O)Nc1nnc(CCc2ccccc2)s1 | 11 | -7
CC1(C)CC(NC(=O)C(F)(F)F)CC(C)(C)N1OC(=O)c1ccco1 | -5 | 17
COc1ccccc1N(Cc1ccccc1)S(=O)(=O)c1cccc(C(=O)Nc2cc(C)ccn2)c1 | 3 | -2
COc1cccc(C(=O)Nc2nc(-c3ccccc3)c(-c3ccccc3)o2)c1 | 6 | -7
CC(C)S(=O)(=O)c1csc(C(=O)NNC(=O)Nc2ccccc2)c1Cl | -4 | -1
COc1ccc(-c2cnc(N)nc2-c2ccc(OCc3ccccc3)cc2O)cc1 | 5 | -1
CCOC(=O)c1c(NC(=O)NC(C)(C)C)sc2c1CCN(C)C2 | 11 | 2
O=C(CN1CCN(c2ccc(O)cc2)CC1)Nc1ccc2c(c1)OCCCO2 | -9 | 4
COC(=O)c1cc(NC(=O)c2cc(-c3ccc(Cl)cc3)oc2C(F)(F)F)ccc1N1CCOCC1 | 3 | -1
COc1ccc(S(=O)(=O)N2CCCCCC2)cc1C(=O)Nc1cc(C)ccn1 | 46 | -26
COc1cccc(NC(=O)c2cccc(C(=O)Nc3cccc(OC)c3)n2)c1 | 3 | -1
COc1ccc(OC)c(S(=O)(=O)N2CCN(C34CC5CC(CC(C5)C3)C4)CC2)c1 | -12 | 8
Cc1ccccc1C(C(=O)NC1CCCCC1)N(C(=O)CNC(=O)c1ccco1)c1cccnc1 (stereo not drawn) | 8 | 4
CC1CC(C)CN(C(=O)COC(=O)c2ccc(N3CCCC3=O)cc2)C1 (stereo not drawn) | 1 | -4
CCCc1cc(C(=O)NCC(C)C)no1 | 3 | 13
CCOc1cccc2cc(C(=O)NCc3ccc(F)cc3)c(=N)oc12 | 4 | -11
COc1ccc(N2CCN(CCNC(=O)CCCn3c(=O)[nH]c4cc(Cl)ccc4c3=O)CC2)cc1 | 4 | 2
O=c1oc(-c2ccccc2NS(=O)(=O)c2ccc(F)cc2)nc2ccccc12 | -1 | 1
CCOC(=O)CSc1cc(C)nc(N)n1 | 12 | -15
COc1ccc(C(C)C)cc1S(=O)(=O)Nc1cccnc1 | 3 | -5

Reprinted from the part before: four entries; new compounds follow.
SMILES | H9c2 TAG inh | H9c2 TAG inh DAPI viability
COc1ccc(N2CCN(CCNC(=O)CCCn3c(=O)[nH]c4cc(Cl)ccc4c3=O)CC2)cc1 | 4 | 2
O=c1oc(-c2ccccc2NS(=O)(=O)c2ccc(F)cc2)nc2ccccc12 | -1 | 1
CCOC(=O)CSc1cc(C)nc(N)n1 | 12 | -15
COc1ccc(C(C)C)cc1S(=O)(=O)Nc1cccnc1 | 3 | -5
CCCC1(C(=O)O)NC(c2ccccc2O)C2C(=O)N(c3cccc(Cl)c3)C(=O)C21 (stereo not drawn) | 10 | 4
NC(=O)c1ccsc1NC(=O)CN1C(=O)NC2(CCCC2)C1=O | -4 | -1
CCOc1ccc(CNCCCSc2ncccn2)cc1 | -3 | -2
Cc1cc(NS(=O)(=O)c2ccc(NC(=O)CCCC(=O)O)cc2)nc(C)n1 | 2 | 5
CC(C)NC(=O)COc1cccc2ccccc12 | -5 | -3
C=CCSc1nc2c(c(=O)[nH]c(=O)n2C)n1C/C=C(/C)Cl | -3 | 0
CCC1(C)Cc2nc3[nH]c(=S)n(-c4ccccc4C)c(=O)c3cc2CO1 (stereo not drawn) | -5 | -2
CCOC(=O)N1CCN(S(=O)(=O)c2ccc(C)c(C)c2C)CC1 | 2 | -17
CCOC(=O)C1CCCN(C(=O)c2cccc(NC(=O)C(CC)CC)c2)C1 (stereo not drawn) | 8 | -16
COc1cccc(Nc2nc(-c3cccc(N4C(=O)c5ccccc5C4=O)c3)cs2)c1 | 20 | -5
CN(CC(=O)Nc1ccccc1Br)C(=O)c1cccnc1Nc1cccc(C(F)(F)F)c1 | 15 | 5
Cc1ccccc1C(C)NS(=O)(=O)c1ccc2c(c1)OCCO2 (stereo not drawn) | 2 | -2
O=C(O)CC(NC(=O)COc1ccc(Cl)cc1Cl)C(=O)O (stereo not drawn) | 27 | -6
Nc1nnc(CSCc2ccccc2Cl)s1 | 5 | -7
COc1cccc(NC(=O)C(c2ccccc2)N2CCCCC2)c1 (stereo not drawn) | -46 | 6
O=C(CSc1ccc(-c2ccncc2)nn1)c1ccc(Cl)cc1 | 1 | -4
CCOc1ccc(S(=O)(=O)NCCC(=O)NCC2(N3CCCCC3)CCCCC2)cc1 | -11 | 3
COC(=O)c1ccc(C)c(NS(=O)(=O)c2ccc(OC)c(OC)c2)c1 | 4 | 3
O=C(NCc1cccs1)C(=O)c1cn(CC(=O)N2CCCC2)c2ccccc12 | 16 | -10
O=C(Nc1cc(Cl)ccc1N1CCOCC1)c1ccc(N2CCCC2=O)cc1 | 11 | -3
CCOc1ccc(S(=O)(=O)NC2CCCCC2C)cc1 (stereo not drawn) | 9 | -9
Clc1ccc(N2CCN(c3ccnc(Cl)n3)CC2)cc1 | -8 | -2
CC1CCCCC1NC(=O)CN1C(=O)NC(C)(c2cccc(Br)c2)C1=O (stereo not drawn) | 12 | -5
O=C(CCl)NC1(C(F)(F)F)C(=O)Nc2c1c(=O)[nH]c(=O)n2-c1ccccc1 (stereo not drawn) | -2 | 1
COc1ccc(NS(=O)(=O)c2cccc(NC(=O)CNC(C)=O)c2)cc1 | -5 | 9

Reformatted with two lines to a compound: entries from further up.
The line under a structure holds: H9c2 TAG inh, H9c2 TAG inh DAPI viability
COc1cccc(NC(=O)C(c2ccccc2)N2CCCCC2)c1 (stereo not drawn)
  -46, 6
NC(=O)c1ccsc1NC(=O)CN1C(=O)NC2(CCCC2)C1=O
  -4, -1
CCOc1ccc(S(=O)(=O)NC2CCCCC2C)cc1 (stereo not drawn)
  9, -9
CCCC1(C(=O)O)NC(c2ccccc2O)C2C(=O)N(c3cccc(Cl)c3)C(=O)C21 (stereo not drawn)
  10, 4
O=C(CSc1ccc(-c2ccncc2)nn1)c1ccc(Cl)cc1
  1, -4
COc1cccc(Nc2nc(-c3cccc(N4C(=O)c5ccccc5C4=O)c3)cs2)c1
  20, -5
CCOC(=O)N1CCN(S(=O)(=O)c2ccc(C)c(C)c2C)CC1
  2, -17

Other structures follow:
SMILES | H9c2 TAG inh | H9c2 TAG inh DAPI viability
Cn1nnc2c(sc3nc(N4CCOCC4)c4c(c32)CCCC4)c1=O | 13 | 12
COC(=O)c1[nH]c2ccc(C)cc2c1NS(=O)(=O)c1ccc(F)c(C)c1 | -37 | 15
O=C(Cc1ccc(Cl)cc1)NC1CCS(=O)(=O)C1 (stereo not drawn) | 10 | 2
COc1ccc(CNC(=O)c2cccc3c2C(=O)N(CC2CCCO2)C3)cc1 (stereo not drawn) | 5 | 0
Cc1cc(C)cc(-n2ncc3c2CCCC3NC(=O)CCCn2cncn2)c1 (stereo not drawn) | -2 | -7
CSc1ccccc1NC(=O)CN(C)C(=O)CNc1ccc(C(F)(F)F)cc1[N+](=O)[O-] | 0 | 4
CCCS(=O)(=O)N1CCC(C(=O)NCCN(C)Cc2ccccc2)CC1 | 9 | 4
CCN(C[C@H]1N[C@@](C)(C(=O)OC)[C@H]2C(=O)N(C)C(=O)[C@@H]12)C(=O)Nc1ccccc1 | -15 | 0
Cc1nc(SCC(=O)NC2CCCCC2C)nc(C)c1C (stereo not drawn) | -6 | 9
CCNS(=O)(=O)c1ccc(CCC(=O)Nc2ccccc2)cc1 | -15 | 7
Cc1cc(C)n2nc(C(=O)N3CCCC(N4CCN(c5ccccc5C)CC4)C3)cc2n1 (stereo not drawn) | -11 | 8
COc1ccc(N=Cc2c(O)n(-c3ccc(OC)cc3)c(=O)c3ccccc23)cc1 | -2 | 86
CN(C)S(=O)(=O)c1cccc(-c2cn3cccnc3n2)c1 | 4 | 7
CN(Cc1ccccc1)S(=O)(=O)c1ccc(Cl)c(C(=O)N2CCC(C(N)=O)CC2)c1 | 5 | 1
O=C1CC2(CCOCC2)Oc2ccc3ccccc3c21 | 12 | 1
Cc1ccc(N(C)C(=O)c2cc(S(=O)(=O)N3CCCC3)cn2C)cc1 | -14 | 6
COc1ccc(CN(Cc2cc3cc4c(cc3[nH]c2=O)OCO4)C(=O)NC2CCCCC2)cc1 | -14 | 16
COc1ccccc1CNC(=O)CCCOc1cc(=O)n(C)c2ccccc12 | 15 | 2
O=C(c1cc(-c2ccccc2Cl)on1)N1CCN(C(=O)c2ccco2)CC1 | 5 | -12
COc1ccc(S(=O)(=O)N(C)C[C@H]2OCc3cnnn3CCCC(=O)N([C@H](C)CO)C[C@@H]2C)cc1 | 0 | -1
CCOC(=O)c1c(C)n(C)c2ccc(O)c(CN3CCC(C)CC3)c12 | -13 | 40
C[C@H](NC(=O)c1ncn2c1C(=O)NC[C@@H]2C)C(=O)OC(C)(C)C | 21 | 0
O=C1CCC(c2ccccc2)=NN1Cc1c(F)cccc1Cl | 4 | -5
O=C1c2ccccc2NC(c2ccc(-c3ccc(F)cc3)o2)N1O (stereo not drawn) | -4 | 16
C[C@H]1CCC[C@]2(O[C@H](CCO)C[C@@H](O)[C@@H]2O)O1 | -15 | -2
O=C1C(Cl)=C(NCC2CCCO2)C(=O)N1C1CCCCC1 (stereo not drawn) | 9 | -6
Cc1ccc(-c2noc(-c3c(C)noc3C)n2)cc1 | -44 | 11
CN(C(=O)c1ccc(F)cc1)c1ccc(OCC(=O)Nc2ccccc2C(=O)O)cc1 | 1 | 8
C=CCn1c(SCC(=O)N(CC)c2c(N)n(Cc3ccccc3)c(=O)[nH]c2=O)nnc1-c1ccccc1OC | 7 | -4

2 neighbouring entries already listed:
SMILES | H9c2 TAG inh | H9c2 TAG inh DAPI viability
CN(Cc1ccccc1)S(=O)(=O)c1ccc(Cl)c(C(=O)N2CCC(C(N)=O)CC2)c1 | 5 | 1
O=C1CC2(CCOCC2)Oc2ccc3ccccc3c21 | 12 | 1
